Screening results deposited in PubChem by several laboratories.
Mtb UGM inh = inhibitors of M. tuberculosis UDP-galactopyranose mutase; hit rate 0.06% among 320,000; inhibition, % at 10 µM; P9WIQ1; AID 504406; purified UGM, fluorescence polarization probe displacement; in the data active = inhibition above about 10%, passing the limit was not always enough
Target sequence (P9WIQ1 whole entry, looked up): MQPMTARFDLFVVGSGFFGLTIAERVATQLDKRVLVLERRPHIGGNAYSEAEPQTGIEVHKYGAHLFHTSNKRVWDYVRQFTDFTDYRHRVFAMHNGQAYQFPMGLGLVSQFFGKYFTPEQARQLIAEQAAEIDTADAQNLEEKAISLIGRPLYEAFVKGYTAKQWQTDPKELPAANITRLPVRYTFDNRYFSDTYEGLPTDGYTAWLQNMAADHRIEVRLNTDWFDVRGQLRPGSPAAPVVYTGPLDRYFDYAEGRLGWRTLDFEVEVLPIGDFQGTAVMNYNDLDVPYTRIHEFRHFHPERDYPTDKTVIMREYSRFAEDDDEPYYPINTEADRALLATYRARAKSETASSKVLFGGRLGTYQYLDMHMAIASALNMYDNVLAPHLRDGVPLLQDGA
PriA SSB inh = inhibitors of Klebsiella pneumoniae PriA binding to SSB C-terminal tail; AlphaScreen SSBct-PriA binding, biotinylated peptide; inhibition, % at 33 µM; hit rate 0.6% among 430,000; in the data active = inhibition mostly above about 37%, no sharp cut-off; inactive = mostly below about 20%;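 also: plate controls were negative control peptide for no effect and reference peptide for full effect; strong numbers were not always called active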
Mtb BioA inh = blocks M. tuberculosis BioA enzyme activity; purified M. tuberculosis BioA enzyme, plate reader; inhibition, % at 9.99 µM; hit rate 0.096% among 360,000; AID 602481; in the data active = inhibition above about 40%
GDH-TPI inh = counter-screen for M. tuberculosis FBA inhibitors: GDH-TPI coupled enzymes. AID 588335. inhibition, % at 4.8 µM. hit rate 1.2% among 360,000. GDH-TPI coupled enzyme counterscreen, NADH absorbance; in the data active = inhibition above about 30%;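 also: 0% = DMSO wells and 100% = wells lacking the enzyme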
DUSP3 inh = DUSP3 (human) phosphatase inhibition; recombinant VHR phosphatase, pNPP absorbance; inhibition, % at 13.3 µM; hit rate 0.52% among 290,000; in the data active = inhibition above about 50%; also: some compounds called inactive have numbers as strong as hits
FBA Mtb inh = Mtb fructose-bisphosphate aldolase inhibition; purified M. tuberculosis FBA, fluorescence read-out; inhibition, % at 1 µM; hit rate 2.3% among 360,000; P9WQA3; in the data active = inhibition above about 27%;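 also: 0% = vehicle and 100% = reference inhibitor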
Vc quorum ag = quorum light induction in luxS cqsA deficient V. cholerae. V. cholerae BH1578 lux reporter, luminescence, 6 h. hit rate 0.16% among 350,000. AID 588436. activation, % at 18.7 µM; in the data active = activation mostly above about 9.7%, no sharp cut-off; also: not every result past the cut was called active; inactives centre near 0; reference of the scale not given here
3CLpro inhibitor = SARS-CoV 3CLpro protease inhibition | recombinant SARS-CoV 3CLpro, quenched FRET peptide cleavage | hit rate 0.14% among 290,000 | P0C6X7 | inhibition, % at 6 µM; in the data active = inhibition above about 12%
Rv3671c protease = Rv3671c (M. tuberculosis) protease inhibition; inhibition, % at 5.96 µM; hit rate 0.048% among 320,000; P9WHR9; in the data active = inhibition above about 38%;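 also: extracellular domain of Rv3671c used as enzyme; 0% = enzyme with DMSO and 100% = no enzyme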
Target sequence (P9WHR9 whole entry, looked up, the tested form may be a part): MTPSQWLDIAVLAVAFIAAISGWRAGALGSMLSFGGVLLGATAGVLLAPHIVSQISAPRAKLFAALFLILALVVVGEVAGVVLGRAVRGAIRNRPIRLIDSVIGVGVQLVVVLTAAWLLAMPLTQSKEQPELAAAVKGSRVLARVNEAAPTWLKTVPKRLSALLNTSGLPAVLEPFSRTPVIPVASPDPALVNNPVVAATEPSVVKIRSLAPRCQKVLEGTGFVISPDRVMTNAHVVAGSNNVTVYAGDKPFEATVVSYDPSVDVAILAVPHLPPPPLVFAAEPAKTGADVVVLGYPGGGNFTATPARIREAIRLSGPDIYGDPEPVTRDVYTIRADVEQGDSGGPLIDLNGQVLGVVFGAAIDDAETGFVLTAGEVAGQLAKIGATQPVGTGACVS
MazEF act = increases E. coli MazEF RNase cleavage of RNA. FAM/BHQ RNA-DNA oligo cleavage fluorescence, 5 h. activation, % at 20 µM. hit rate 0.32% among 350,000. AID 504720; in the data active = activation above about 50%
Target sequence (P0AE70 whole entry, looked up): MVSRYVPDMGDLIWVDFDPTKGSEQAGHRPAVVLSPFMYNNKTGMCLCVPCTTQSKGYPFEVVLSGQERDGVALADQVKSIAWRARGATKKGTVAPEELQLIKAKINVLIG
Starred values were filed as active, the others as inactive; i = inactive; x = no result given; & = joins results of further samples.

SMILES	Mtb UGM inh	PriA SSB inh	Mtb BioA inh	GDH-TPI inh	DUSP3 inh	FBA Mtb inh	Vc quorum ag	3CLpro inhibitor	Rv3671c protease	MazEF act
CC(C)c1cccc(-c2ccc3c(c2)S(=O)(=O)c2cccc(C(=O)NC4CCCC4)c2C3=O)c1	0.7	-7	0.0	11	x	4	-0.5	x	-7	6
Cc1ccccc1OCc1nnc(SCCN2CCCC2)n1-c1ccccc1	2.8	-1	x	-3	0	5	0.0	0	-5	3
COc1cc(CN2c3ccccc3C(=O)CS2(=O)=O)cc(OC)c1	x	-8	-0.1	-7	x	1	-0.4	x	x	9
CCN(CC(=O)Nc1ccc2c(c1)OCCO2)C(=O)COc1cc(C)ccc1Cl	0.1	-2	2.8	-6	x	3	-0.6	x	-2	1
N=c1c2c(-c3ccccc3)c(-c3ccccc3)oc2ncn1Cc1ccco1	0.7	36	0.4	13	10	3	-2.9	4	-1	-5
C[C@H](NC(=O)N1CCn2c1nc1ccccc12)C(=O)NC1CCCCC1	0.2	0	2.3	2	4	0	i	4	4	7
CCOC(=O)CC(NC(=O)CCS(=O)(=O)c1ccc2c(c1)n(C)c(=O)c(=O)n2C)c1ccc(C)cc1 (centres undefined)	0.5	0	-0.2	13	18	14	-0.1	-4	8	8
CC(C)Cc1cc(C(=O)Nc2ccc(F)cc2F)no1	-0.7	-27	-1.1	-2	-6	3	i	4	8	4
Cc1ccc(SCCNC(=O)/C=C/c2ccc([N+](=O)[O-])cc2)cc1	1.4	25	x	10	-7	-2	i	6	1	-9
O=C(c1ccc(CS(=O)c2cccc(Cl)c2)o1)N1CCN(C2CCCCC2)CC1 (centres undefined)	-0.2	-6	-0.5	4	15	2	-3.8	-5	9	6
NC(=O)c1cc(Cl)ccc1OCC(=O)Nc1ccc2c(c1)OCO2	-1.5	2	-1.8	5	x	0	-4.0	x	1	1
CCN1CCN(CCCNC(=O)CS(=O)(=O)Cc2nc(-c3cccc(OC)c3)oc2C)CC1	-2.4	-1	x	8	-4	4	i	0	-16	7
COc1ccccc1C(=O)NCCSCc1ccccc1Cl	0.1	-15	8.1	2	18	0	i	2	-4	-11
CC(C)=CCCC(C)=CCN1C(=O)CN(C)C1=O	x	x	-0.6	-4	x	-2	-1.1	x	x	9
OC(c1ccc(-c2ccccc2)cc1)c1ncc(-c2ccccc2F)[nH]1 (centres undefined)	x	x	-0.8	2	x	-2	i	x	x	x
COc1ccc(OCCNC(=O)c2cc(C3CC3)nc3c2cnn3C(C)C)cc1	-2.7	-5	-0.9	3	x	7	-0.4	x	0	0
O=C(CSc1nc(O)c(Cc2ccccc2)c(=O)[nH]1)c1ccccc1	1.1	-9	-1.5	-1	-10	0	-0.4	-2	0	-1
C=CCSc1nc2ccccc2n1S(=O)(=O)c1ccc(C)cc1	0.4	-5	3.6	-3	-9	3	5.0	1	-4	-3
O=C1C2C3C=CC(CC3)C2C(=O)N1c1nccs1 (centres undefined)	-2.2	-14	x	6	-3	-1	-0.3	-2	4	6
c1ccc2c(c1)Oc1cccc3cccc-2c13	0.5	-12	-0.7	13	-4	28*	-0.9	-5	8	-3
Cc1cc(C)cc(N2CN=C3SCC(=O)N3C2)c1	4.4	11	-1.6	-8	-7	-4	-0.8	2	-1	6
CC(C)[C@H](NS(=O)(=O)c1cccc(C(F)(F)F)c1)C(=O)OCC(=O)NC(=O)NCc1ccco1	2.4	11	-1.1	-8	x	-3	-1.6	x	7	1
C[C@H](CO)N1C[C@H](C)[C@@H](CN(C)C(=O)Nc2ccccc2)Oc2ccc(NC(=O)NC3CCCCC3)cc2C1=O	-0.4	12	0.1&0.5	-3	x	1	i	x	0	-1
CC(=O)Nc1ccc(CN(C)c2c(C)nc3ccc(C(=O)N(C)Cc4ccccc4)cn23)cc1	x	x	6.6	4	x	-5	3.0	x	x	x
Cc1cc(C)nc(SCC(=O)c2ccc(Cl)cc2)n1	2.1	-20	2.8	0	14	1	i	-5	-2	-5

The listing continues.
SMILES	Mtb UGM inh	PriA SSB inh	Mtb BioA inh	GDH-TPI inh	DUSP3 inh	FBA Mtb inh	Vc quorum ag	3CLpro inhibitor	Rv3671c protease	MazEF act
CCN(C(=O)COC(=O)CNC(=O)c1cccc(C)c1)c1c(N)n(Cc2ccccc2)c(=O)[nH]c1=O	1.0	2	-2.1	-1	x	2	0.0	x	-2	-1
COc1cccc(NC(=O)C2c3cc(OC)c(OC)cc3C(=O)N(C)C2c2cccnc2)c1 (centres undefined)	-2.3	-16	-0.5	6	8	0	-0.5	4	1	-2
O=C(CN1CCC2(CC1)OCCO2)c1ccc2cc[nH]c2c1	-1.8	-5	-0.2	10	-4	14	i	-4	-4	-3
CCOC(=O)CCc1c(C)c2ccc(OCc3cc([N+](=O)[O-])ccc3OC)cc2oc1=O	0.8	-12	-1.2	13	31	-4	-0.1	-1	-3	-9
COC(=O)C(Cc1ccccc1)NC(=O)c1ccc(C)cc1 (centres undefined)	-2.1	-11	x	2	8	-2	x	-2	5	9
Cc1sc2nc3n(c(=O)c2c1C)CCCCC3	-1.8	-5	2.1	6	13	-2	-8.3	1	4	4
CCN(C(=O)CSc1nc2ccccc2n1CCc1ccccc1)C1CCS(=O)(=O)C1 (centres undefined)	5.1	9	x	3	25	5	-0.4	3	3	-10
CC(C)c1csc(CN2CCN(Cc3ccc(F)cc3)C(CCO)C2)n1 (centres undefined)	0.7	0	0.2	4	21	1	i	4	6	-4
CN1CCC(NC(=O)NC2CCCCC2)CC1	0.5	1	-1.0	8	-8	-4	i	3	4	7
Cc1nc(-c2ccc(Cl)cc2)sc1C(=O)O	1.8	-3	x	11	20	1	-0.7	1	-3	-4
O=C(Cn1ccc2ccccc2c1=O)NCC(=O)N1CCCCC1	0.9	16	4.2	-1	38	3	-0.1	4	-14	9
O=C(CCC(=O)N1CCOc2ccc(Cl)cc21)N1CCC2(CC1)OCCO2	-0.1	-1	-0.1	-6	27	-4	-0.3	5	2	9
NC(=O)/C(=C/c1ccco1)NC(=O)c1ccc(Br)o1	-1.1	-15	-1.4	19	x	3	0.8	-3	3	-17
CCCCCCNC(=O)CCCCCNS(=O)(=O)c1ccc(Br)cc1	0.4	2	x	0	27	1	-0.3	0	2	-4
COc1cc(C(=O)O/N=C(\N)Cc2ccc([N+](=O)[O-])cc2)cc(OC)c1OC	-2.7	i	-0.8	8	-2	1	i	1	2	9
CCOC(=O)c1ccccc1NC(=O)c1nc2nccc(C)n2n1	3.4	-33	1.0	12	23	1	i	2	-6	7
O=C(Oc1ccc(F)cc1)c1cccnc1	6.4	-6	0.0	-2	10	-2	i	-2	-5	11
CC(C)(C)NC(=O)c1nc2ccccc2s1	x	-4	-1.5	7	26	0	i	-3	3	-6
O=C(O)/C=C/c1cccc(NC(=O)c2ccc(Cl)cc2)c1	3.0	-13	x	-1	26	4	i	4	-9	10
CSCC[C@H](NC(=O)c1ccc(Cl)c(S(=O)(=O)N2CCCC2)c1)c1nc2ccccc2[nH]1	-4.3	1	0.2	9	14	-1	i	-4	9	-32
Cc1ccc(C(=O)N(Cc2ccc3c(c2)OCO3)Cc2nc3ccccc3c(=O)[nH]2)cc1	-1.3	-13	-3.5	3	35	-3	1.5	-4	-1	3
Cc1nc(SCC(=O)N2c3ccccc3Sc3ccccc32)n[nH]1	-0.3	-10	1.1	5	30	2	i	0	-9	2
COc1cccc(CN(C(=O)Cc2c[nH]c3ccccc23)C(C(=O)NC2CCCCC2)c2ccc(C)o2)c1 (centres undefined)	-0.4	2	x	10	33	1	-0.2	5	-12	-8
CCC1CCc2c([nH]c3ccccc3c2=O)O1 (centres undefined)	0.4	-7	x	-9	-18	5	-0.3	-1	-13	-3
O=C(Nc1cc(S(=O)(=O)N2CCOCC2)ccc1OCC(F)(F)F)C1=COCCO1	5.4	-5	-1.0	0	x	5	-1.4	x	-1	-2

One compound at a time (already shown). Order of values: Mtb UGM inh | PriA SSB inh | Mtb BioA inh | GDH-TPI inh | DUSP3 inh | FBA Mtb inh | Vc quorum ag | 3CLpro inhibitor | Rv3671c protease | MazEF act
c1ccc2c(c1)Oc1cccc3cccc-2c13 in the list: 0.5 | -12 | -0.7 | 13 | -4 | 28* | -0.9 | -5 | 8 | -3
CCOC(=O)CCc1c(C)c2ccc(OCc3cc([N+](=O)[O-])ccc3OC)cc2oc1=O in the list: 0.8 | -12 | -1.2 | 13 | 31 | -4 | -0.1 | -1 | -3 | -9
O=C1C2C3C=CC(CC3)C2C(=O)N1c1nccs1 (centres undefined) in the list: -2.2 | -14 | x | 6 | -3 | -1 | -0.3 | -2 | 4 | 6
Cc1cc(C)nc(SCC(=O)c2ccc(Cl)cc2)n1 in the list: 2.1 | -20 | 2.8 | 0 | 14 | 1 | i | -5 | -2 | -5
COc1ccccc1C(=O)NCCSCc1ccccc1Cl in the list: 0.1 | -15 | 8.1 | 2 | 18 | 0 | i | 2 | -4 | -11

(continued)
SMILES	Mtb UGM inh	PriA SSB inh	Mtb BioA inh	GDH-TPI inh	DUSP3 inh	FBA Mtb inh	Vc quorum ag	3CLpro inhibitor	Rv3671c protease	MazEF act
COc1ccc(N(C)S(=O)(=O)c2cccc(C(=O)N(C)Cc3ccc(C)o3)c2)cc1	0.2	-2	x	1	10	-2	-0.5	-7	2	-2
CC(=O)N1CCN(c2ccc(NC(=O)c3ccc([N+](=O)[O-])cc3)cc2)CC1	-0.8	-7	-2.3	6	34	1	1.7	-5	-3	3
O=C(CSc1ncn[nH]1)Nc1c(Br)cc([N+](=O)[O-])cc1Br	-0.6	-13	x	-6	37	1	-3.3	-5	2	6
COc1cc2c(cc1OC)C(=O)N1[C@H]3c4cc(Cl)ccc4OC[C@@H]3[C@H](c3ccccc3)[C@]1(C)C(=O)N2	-0.9	1	-2.8	12	x	3	i	x	-57	-1
O=C(CCCN1C(=O)/C(=C/c2ccccc2Cl)SC1=S)Nc1cccnc1	0.7	9	10	11	33	-3	-1.7	-10	-22	-14
Cc1ccc(/C=N/n2c(-c3ccc(Cl)cc3)n[nH]c2=S)s1	-0.4	x	-0.8	0	11	0	i	6	0	3
Cc1occc1-c1nnc(SCC(=O)c2ccccc2)n1CC1CCCO1 (centres undefined)	0.4	-17	0.1	-2	-3	1	i	-5	-2	-1
COc1ccc(-c2noc(C3CCCN(S(=O)(=O)c4ccc(C)c(Cl)c4)C3)n2)cc1OC (centres undefined)	-2.0	5	x	-2	16	0	-0.3	2	4	-1
COc1ccc(NC(=O)N(C)C[C@H]2Oc3ccc(NC(=O)C4CC4)cc3CC(=O)N([C@@H](C)CO)C[C@@H]2C)cc1	x	-6	-1.9&0.5	-7	x	0	1.0	x	5	6
CC(C)c1c(C(=O)N/N=C/C2CC=CCC2)nnn1-c1nonc1N (centres undefined)	-2.6	x	5.9	1	-7	-1	-0.2	3	-16	8
O=S(=O)(Cc1cccc(C(F)(F)F)c1)c1ncn[nH]1	3.1	-14	-1.3	1	-7	3	i	3	0	1
Cc1ccc(C(C)C)c(OCc2nnc(SCC(=O)Nc3nccs3)n2C)c1	-0.2	-2	x	-7	-13	2	-0.2	-1	-2	9
COc1cccc(CN2CC(C(=O)N(C)Cc3ccc(C)cc3)CCC2=O)c1 (centres undefined)	0.5	-11	0.5	-1	3	2	i	-1	3	1
CC(C)n1ncc2c(C(=O)N3CCN(c4ccccc4)CC3)cc(-c3ccccc3)nc21	0.2	-13	0.4	6	x	5	2.1	x	-7	1
O=C(CSc1nc2ccc(Cl)cc2[nH]1)NCc1ccco1	-0.2	-6	1.9	3	26	3	i	3	-2	1
COc1cccc(/C=N\Nc2nncc(-c3ccccc3)n2)c1	-1.5	x	-0.1	12	31	2	i	2	-8	4
CCOC(=O)/C=C1\SCC(=O)N1CC(=O)Nc1ccc(OC)c(OC)c1	2.6	-13	-0.8	12	-12	3	i	-2	2	8
O=C(CSc1nnnn1-c1ccccc1)Nc1ncc2c(n1)CC(c1ccccc1)CC2=O (centres undefined)	-2.2	-13	-0.6	-2	-2	3	-1.0	4	-9	-12
CCOC(=O)c1c(C)cc(C)n2c1nc1ccccc12	0.9	-10	-0.5	9	11	16	-2.9	-3	6	7
Cc1cc(C(=O)N2CCc3ccccc32)c2cc(F)ccc2n1	1.2	3	-3.1	8	0	-5	i	3	0	-3

These rows are one share of the data. The share of hits here may be higher or lower than overall.
